CASP6 VEID inh: human caspase-6 inhibitors, primary screen, biochemical, VEID-R110 fluorescence, single point, set 2. P55212. purified caspase-6, Z-VEID-R110 cleavage fluorescence. inhibition, % at 12.5 µM. 350,000 tested, 0.53% active. AID 686996, 2013;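 active = mean inhibition across replicates at least about 35%, with every replicate also reaching that limit, limit read from the data; inconclusive = only one of the two criteria met; inactive = neither criterion met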;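 note: 0% = median of neutral control wells and 100% = no fluorescence left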
Target sequence (P55212 24-179 limits assumed): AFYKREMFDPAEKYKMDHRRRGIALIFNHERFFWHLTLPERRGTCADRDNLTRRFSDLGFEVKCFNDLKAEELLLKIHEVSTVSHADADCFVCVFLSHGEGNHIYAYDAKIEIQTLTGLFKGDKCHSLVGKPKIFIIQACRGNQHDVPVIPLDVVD
Target sequence (P55212 194-293 limits assumed): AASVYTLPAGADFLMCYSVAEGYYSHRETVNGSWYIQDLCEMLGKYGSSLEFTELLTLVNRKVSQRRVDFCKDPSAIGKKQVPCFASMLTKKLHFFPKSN
EWS-Fli block: EWS/Fli-driven NR0B1 reporter inhibitors, primary screen, A673 cells, NR0B1 luciferase, luminescence, MLPCN library; viability-normalised; inhibition, % at 12.6 µM; 350,000 tested, 0.67% active;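 active = mean inhibition of at least 50% after viability correction, with every replicate also passing that limit; inconclusive = mean reaches 50% but only one of two replicates passes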;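 note: firefly luciferase signal divided by Alamar Blue viability fluorescence both relative to DMSO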
DENV2 CPE: inhibitors of DENV2 cytopathic effect, primary screen, cell-based, plate reader, single concentration; 350,000 tested, 1.7% active; AID 651640, 2012; DENV2-infected cells, cytopathic effect rescue; CPE inhibition, % at 9.99 µM; in the data active = CPE inhibition above about 20%, passing the limit was not always enough; inconclusive = no clear call, values can overlap the other calls; tested in BHK-21 cells;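 note: 0% = median of neutral control wells and 100% = median of positive control wells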
LGR2 inh: inhibitors of bursicon-induced LGR2 CRE-luciferase signal, primary screen, cell-based, HEK293, CRE-luciferase reporter, bursicon stimulation | Drosophila bursicon receptor LGR2 (rickets) | bursicon-stimulated, 4 h | inhibition, % at 9.99 µM | 380,000 tested, 0.35% active | AID 720647, 2013;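 active = drop in luminescence signal, shown as inhibition above about 50% in the replicate tests, limit read from the data, passing the limit was not always enough; inconclusive = probably only some replicates passing the limit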;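 note: agonist challenge used bursicon conditioned medium at about half maximal strength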
ARNT TACC3 PPI: disruptors of ARNT/TACC3 protein interaction, primary screen, biochemical, AlphaScreen, single concentration; Transforming acidic coiled-coil-containing protein 3 (Homo sapiens), Q9Y6A5; AlphaScreen His-ARNT PAS-B/GST-TACC3 binding, luminescence; TACC3 fragment carries E629A point mutation; inhibition, % at 9.99 µM; 390,000 tested, 0.66% active; AID 623870, 2012;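 active = mean inhibition of replicates at least 50% and at least half of replicates each reaching 50%; inconclusive = half or more replicates reach 50% but mean below 50%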;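 note: 0% = complete ARNT plus TACC3 wells and 100% = ARNT alone without TACC3; many hits fall short of the cut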
SIRT5 inh: SIRT5 desuccinylase inhibitors, primary screen, biochemical, fluorescence imaging, single point, set 5. NAD-dependent protein deacylase sirtuin-5, mitochondrial (Homo sapiens), Q9NXA8. Purified SirT5, succinyl-peptide AMC, trypsin-coupled fluorescence. inhibition, % at 15 µM. 330,000 tested, 1.1% active; in the data active = inhibition above about 15%; inconclusive = no clear call, values can overlap the other calls
Target sequence (Q9NXA8 whole entry, looked up): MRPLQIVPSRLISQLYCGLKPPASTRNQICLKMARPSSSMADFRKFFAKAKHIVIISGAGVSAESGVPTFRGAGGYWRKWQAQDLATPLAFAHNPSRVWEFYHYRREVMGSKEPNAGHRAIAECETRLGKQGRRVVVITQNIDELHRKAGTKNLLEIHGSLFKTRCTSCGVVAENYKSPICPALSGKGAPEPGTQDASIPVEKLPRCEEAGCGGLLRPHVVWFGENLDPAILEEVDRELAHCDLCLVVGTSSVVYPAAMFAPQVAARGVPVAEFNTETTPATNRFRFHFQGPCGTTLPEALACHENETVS
PAX8 inh HTS: inhibitors of PAX8-driven TPO luciferase reporter, primary screen, RMG-I cells, single concentration; 360,000 tested, 1.2% active; SteadyGlo, 24 h; inhibition, % at 12.6 µM;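 active = mean replicate inhibition at least 60% with every replicate also reaching 60%; inconclusive = only one of the two criteria is met; inactive = mean below 60% and not all replicates reaching 60%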;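 note: luciferase light reporting Pax8 driven TPO promoter activity; plate controls were median of neutral control wells for no effect and mitoxantrone controls for full effect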
* marks the source's active call; other numbers are inactive results; ? = inconclusive; · = no result given.

The opening three records, ahead of the listing:
SMILES,CASP6 VEID inh,EWS-Fli block,DENV2 CPE,LGR2 inh,ARNT TACC3 PPI,SIRT5 inh,PAX8 inh HTS
O=C(O)c1ccc(N2CCCCC2)cc1O,4,-10,-4,-1,0,1,-1
CCN(C(=O)COc1ncnc2sccc12)c1ccccc1,1,-1,-1,-42,-11,-1,-11
COc1ccc(NC(=O)N(C)C[C@@H]2OCc3ccccc3-c3c(n(C)c4ccccc34)C(=O)N([C@H](C)CO)C[C@H]2C)c(OC)c1,4,12,-3,21,·,3,5

Results, from the first entry:
SMILES,CASP6 VEID inh,EWS-Fli block,DENV2 CPE,LGR2 inh,ARNT TACC3 PPI,SIRT5 inh,PAX8 inh HTS
O=C(O)c1ccc(N2CCCCC2)cc1O,4,-10,-4,-1,0,1,-1
CCN(C(=O)COc1ncnc2sccc12)c1ccccc1,1,-1,-1,-42,-11,-1,-11
COc1ccc(NC(=O)N(C)C[C@@H]2OCc3ccccc3-c3c(n(C)c4ccccc34)C(=O)N([C@H](C)CO)C[C@H]2C)c(OC)c1,4,12,-3,21,·,3,5
CCOC(=O)c1cnc(-n2[nH]c(C)c(Cc3ccccc3)c2=O)[nH]c1=O,34,10,2,-4,75*,3,31
Cc1cc(C(=O)CN2C(=O)C(=O)N(C3CCCC3)C2=O)c(C)n1CCc1ccccc1,-3,11,4,12,4,0,7
CC(NC(=O)c1ccccc1Cl)C(=O)OCc1cn2cc(Cl)ccc2n1 (stereo unspecified),-8,0,?,2,-4,1,17
O=C(COc1cccc(Br)c1)N/N=C/c1ccc2c(c1)OCCO2,2,-22,10,-33,·,-7,-18
CC(C)c1nc2ccc(Br)cn2c1NC1CCCC1,4,15,7,-10,-14,-3,2
COc1ccccc1OCCCCN1CCCCC1,-3,0,1,-7,-5,-4,0
O=C(N/N=C/c1cc2c(cc1Cl)OCO2)c1ccccn1,-1,-61,-3,16,5,-2,·
Cc1ccc(S(=O)(=O)Nc2ccc3c(c2)C(=O)N([C@@H](C)CO)C[C@H](C)[C@@H](CN(C)Cc2ccncc2)O3)cc1,0,-7,?,-2,-9,1,-4
O=C(COC(=O)c1cc(S(=O)(=O)N2CCCCC2)ccc1N1CCOCC1)NC1CCS(=O)(=O)C1 (stereo unspecified),2,7,1,-2,-2,-3,8
Cc1ccc(S(=O)(=O)N(C)C[C@H]2Oc3cc(C#Cc4ccncc4)ccc3S(=O)(=O)N([C@@H](C)CO)C[C@@H]2C)cc1,0,22,5,-11,2,10,103*
CC(C)CC1(C)NC(=O)N(CC(=O)Nc2ccccc2Br)C1=O (stereo unspecified),0,-3,-4,1,-6,-1,·
CC(Nc1ccccc1CO)C(=O)Nc1cccc(Cl)c1Cl (stereo unspecified),3,6,·,23,1,-2,5
O=c1c2ccccc2oc2nc(-c3ccco3)n(-c3ccccc3)c(=O)c12,-3,-6,3,·,-1,5,-6
CN(C1CCCCC1)S(=O)(=O)c1ccc(S(=O)(=O)N2CCN(CCC#N)CC2)cc1,0,5,-4,4,·,·,7
COc1ccccc1CN1[C@@H](CO)[C@@H]2c3ccccc3N(C(=O)c3ccc(F)cc3)C[C@@H]21,1,16,-9,-7,-2,2,21
CCOC(=O)COc1ccc(/C=C2/C(=O)NN(c3ccc(F)cc3)C2=O)cc1OC,3,43,9,-2,24,0,11
O=C(N[C@@H]1CC[C@@H](CCn2cc(C3CCCC3)nn2)O[C@H]1CO)c1cccnc1,-1,·,29*,10,·,-6,-9
O=C(NCc1c(O)ccc2ccccc12)c1ccccc1,3,-12,1,3,-7,-2,29
COc1cc(OC)cc(C(=O)N[C@H](C(=O)Nc2nnc(C3CC3)s2)C(C)C)c1,-8,-6,10,3,12,-1,-2
Cc1ccc(S(=O)(=O)N2CCN(C(=O)c3ccccc3OCc3c(C)noc3C)CC2)cc1,3,3,-2,5,-2,0,7
O=C(c1cnccn1)N1CC(=O)N2[C@H](CO)[C@H](c3ccc(-c4cccc(F)c4)cc3)[C@@H]2C1,0,6,10,11,·,-4,-12
Cc1noc(C)c1NC(=O)Nc1ccc2c(c1)CC(=O)N([C@H](C)CO)C[C@H](C)[C@@H](CN(C)S(=O)(=O)c1cn(C)cn1)O2,·,-3,3,8,-2,·,-7
C[C@H](CO)N1C[C@H](C)[C@H](CN(C)Cc2ccc(C(F)(F)F)cc2)Oc2ccc(NC(=O)Cc3cn(C)c4ccccc34)cc2C1=O,-1,-10,-12,18,-2,-2,3
O=C(C[C@H]1CC[C@H]2[C@@H](COC[C@@H](O)CN2C(=O)c2ccccc2F)O1)NCc1ccc(F)cc1,1,-1,11,1,3,3,-29
Cc1cc(C)c(C)c(S(=O)(=O)NCc2ccc(C(=O)N3CCCC3)cc2)c1C,-1,7,-4,7,-12,-3,22
COc1ccc(C(=O)N/N=C(\C)CC(=O)Nc2ccc(N(C)C)cc2)c(OC)c1,-2,-9,116*,-14,7,0,-21
Cc1ccccc1-c1nc2cc(N)ccc2o1,0,-27,·,-72,-3,1,·
COc1ccc(NC(=O)Nc2ccc3c(c2)[C@@H]2C[C@@H](CC(=O)NC4CCCCC4)O[C@@H](CO)[C@@H]2O3)cc1,3,3,9,9,4,-2,3
N#CC1=C(Nc2ccccc2Cl)SC(c2ccccc2O)NC1=O (stereo unspecified),2,-4,13,-3,6,-3,24
CN(CC(=O)NCCc1ccc(F)cc1)Cc1cccs1,-4,-33,-3,-3,-10,·,-34
NC(=O)c1ccc(NC(=O)COC(=O)CC2CC3CCC2C3)cc1 (stereo unspecified),-2,3,13,-18,-6,·,-11
O=C(CN1CCN(Cc2ccccc2)CC1)Nc1ccc(Br)cc1,-6,4,1,-2,8,-1,3
Cc1noc(C)c1S(=O)(=O)Nc1ccc2c(c1)C(=O)N([C@@H](C)CO)C[C@@H](C)[C@@H](CN(C)Cc1ccc(C(F)(F)F)cc1)O2,·,-7,2,12,6,7,17
Cc1ccc(C(=O)N2CCN(c3ccc(NC(=O)c4ccc5c(c4)OCCO5)cc3)CC2)cc1,·,15,2,-18,-5,-3,13
COCCNC(=O)/C(C#N)=C/c1cn(CC(=O)NCc2ccco2)c2ccccc12,16,10,-6,-12,-5,-2,2
O=C(CN1CCC(C(=O)c2cccc(Cl)c2)CC1)Nc1ccc(C(=O)O)cc1,0,8,1,-2,-14,-1,8
Cc1ccc(S(=O)(=O)N[C@H](CO)C(C)C)cc1,1,8,-1,5,·,1,10
COc1ccc2cc(C(=O)O)n(CC(=O)c3ccccc3)c2c1,1,-13,15,9,-1,-2,12
Cc1nc2ccc([N+](=O)[O-])cc2c(=O)n1Cc1ccccc1Br,1,20,-2,-1,1,-4,18
CS(=O)(=O)N(CC(=O)Nc1ccccc1Cl)c1ccc(Cl)cc1,3,-5,-1,1,3,2,-13
O=C(CSc1nnc(N2CCCC2)n1-c1cccc(Cl)c1)N1CCN(c2ccccn2)CC1,2,9,10,1,·,0,21
CSCCC(NS(=O)(=O)c1ccc2c(c1)OCCO2)C(=O)N(C)Cc1ccc(C)cc1 (stereo unspecified),3,-8,11,10,4,-3,16
Cc1ccc(S(=O)(=O)Nc2ccc3c(c2)C(=O)N([C@H](C)CO)C[C@H](C)[C@H](CN(C)S(=O)(=O)c2ccc(F)cc2)OCCCC[C@@H](C)O3)cc1,1,-8,2,4,-33,5,-6
CCn1cc(C(=O)NCCCN2CCC(C)CC2)c(=O)c2cc(S(=O)(=O)N3CCCC3)ccc21,-3,·,·,-1,-6,6,17
Cc1ccc([N+](=O)[O-])cc1NC(=O)CSc1nnc(C)n1CC1CCCO1 (stereo unspecified),1,5,-4,0,-1,-4,-8
O=C(Nc1ccc2c(c1)OCO2)c1cc(C2CCCCN2C(=O)CCCc2ccccc2)on1 (stereo unspecified),-3,-35,-7,6,·,·,13
Cc1c(C)n(CCc2ccccc2)c2ncnc(NCCO)c12,1,-110,4,-81,0,-2,-103

Ordered by SMILES length (lowest first): some entries from above
SMILES,CASP6 VEID inh,EWS-Fli block,DENV2 CPE,LGR2 inh,ARNT TACC3 PPI,SIRT5 inh,PAX8 inh HTS
CN(CC(=O)NCCc1ccc(F)cc1)Cc1cccs1,-4,-33,-3,-3,-10,·,-34
O=C(CSc1nnc(N2CCCC2)n1-c1cccc(Cl)c1)N1CCN(c2ccccn2)CC1,2,9,10,1,·,0,21
Cc1ccc(S(=O)(=O)Nc2ccc3c(c2)C(=O)N([C@H](C)CO)C[C@H](C)[C@H](CN(C)S(=O)(=O)c2ccc(F)cc2)OCCCC[C@@H](C)O3)cc1,1,-8,2,4,-33,5,-6

Additional records:
molecule	CASP6 VEID inh	EWS-Fli block	DENV2 CPE	LGR2 inh	ARNT TACC3 PPI	SIRT5 inh	PAX8 inh HTS
O=C(CCCC1=NS(=O)(=O)c2ccccc2N1)N1CCN(c2ccc([N+](=O)[O-])cc2)CC1	2	-1	7	2	1	0	-3
COc1ccc(CNCc2ccc3c(c2)OCO3)c(OC)c1OC	2	-29	-2	-10	18	-2	10
CCC(C)c1ccc(NC(=S)N2CCN(C(=O)C3CCCO3)CC2)cc1 (stereo unspecified)	1	-8	-4	-20	-1	-3	·
CC1CN(S(=O)(=O)c2cccc(C(=O)NCc3ccco3)c2)CC(C)O1 (stereo unspecified)	11	10	-1	-4	-2	1	2
O=C(CCC1N=C2c3ccccc3N=C(SCC(=O)NCc3ccco3)N2C1=O)NCc1ccco1 (stereo unspecified)	7	-3	6	7	-6	-4	-45
N#C[C@H]1[C@@H](c2ccccc2C2=CCCCC2)[C@H](CO)N1C(=O)C1CCOCC1	-1	-6	-2	5	·	6	·
O=C(c1ccncc1)N1CC[C@@H]2[C@@H](CO)Nc3ccc(-c4ccccc4)cc3[C@@H]21	1	-7	-3	-12	-1	3	4
CCCCN(C)C(=O)c1[nH]c(C(F)(F)F)nc1-c1ccccc1	-1	-4	0	-56	·	-2	3
CCCCOCCOC(=O)C1OC1(C)c1ccccc1 (stereo unspecified)	2	-10	-1	3	·	-24	-2
COc1cc2cc(Oc3ccc4ccc(=O)oc4c3)c(=O)oc2cc1OC1OC(COC(=O)CC(C)(O)CC(=O)O)C(O)C(O)C1O (stereo unspecified)	26	-6	-11	-1	13	-2	·
O=C(C[C@H]1CC[C@H](NC(=O)c2cccnc2)[C@H](CO)O1)NCc1ccc(Cl)c(Cl)c1	-1	1	6	6	5	-1	0
CC(C)Sc1ncnc2c1cnn2-c1ccccc1	2	-85	1	17	-4	-3	-93
Cc1cc(C)c(NC(=O)Nc2ccccc2)c(C)n1	1	7	-2	11	·	-4	15

Assay outcomes deposited in PubChem BioAssay by Broad Institute.

Rows were taken by chance; about 4.9% have a hit in one of these screens.
